From PubChem
GLP1R inv ag: acts as inverse agonist at human GLP-1 receptor | P43220 | HEK293 GLP-1R CRE-luciferase, luminescence, 24 h; GLP-1R form is constitutively active | Potency, µM (doses to about 38.3 µM), inactives show top-dose activity change, negative = inhibition, usual class: inhibitors | 1.6% of 410,000 active | AID 624417; also: potency is read from the fitted curve at half-maximal effect; % is scaled to controls: 0 for no effect and ±100 for the full control effect; nearly all actives have a fitted effect of over 55% in size
Target sequence (P43220 whole entry, looked up): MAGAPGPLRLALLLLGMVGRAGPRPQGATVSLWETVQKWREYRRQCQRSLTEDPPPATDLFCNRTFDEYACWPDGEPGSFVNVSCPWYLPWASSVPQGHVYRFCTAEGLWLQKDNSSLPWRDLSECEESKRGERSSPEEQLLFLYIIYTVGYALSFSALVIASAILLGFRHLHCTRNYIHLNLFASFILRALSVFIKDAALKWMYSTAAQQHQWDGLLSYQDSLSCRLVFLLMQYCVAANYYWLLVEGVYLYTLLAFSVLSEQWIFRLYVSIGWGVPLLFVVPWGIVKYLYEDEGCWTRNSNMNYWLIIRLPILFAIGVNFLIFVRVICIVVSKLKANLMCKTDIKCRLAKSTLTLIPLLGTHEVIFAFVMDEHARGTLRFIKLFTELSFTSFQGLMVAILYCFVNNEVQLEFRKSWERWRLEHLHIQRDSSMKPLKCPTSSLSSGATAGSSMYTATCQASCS
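Inverse agonism was detected as reduced cAMP-driven luciferase luminescence after 24 h compound treatment. The cells were HEK293 clones expressing constitutively active human GLP-1R with the reporter. Reporter-only and GPR119 cell lines served as counterscreen controls.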
GLP-1R agonist: GLP-1 receptor (human) agonism. P43220. HEK293 GLP-1R CRE-luciferase, luminescence, 4-6 h; cells express a hypersensitive GLP-1R form. Potency, µM (series often up to 45.6 µM), without a hit: top-dose activation, hits mostly activators. 0.007% of 380,000 active. AID 624172; also: potency is read from the fitted curve at half-maximal effect; % of control where 0% means no effect
DRD3 agonist: activates the human D3 dopamine receptor; D3R DiscoveRx beta-arrestin cells, luminescence, 90 min; max activation, %; 0.58% of 410,000 active; AID 652048; in the data active = max activation above about 30%; also: 0% is about no effect; mostly tested at two doses, the higher about 12 µM
Target sequence (P35462 whole entry, looked up): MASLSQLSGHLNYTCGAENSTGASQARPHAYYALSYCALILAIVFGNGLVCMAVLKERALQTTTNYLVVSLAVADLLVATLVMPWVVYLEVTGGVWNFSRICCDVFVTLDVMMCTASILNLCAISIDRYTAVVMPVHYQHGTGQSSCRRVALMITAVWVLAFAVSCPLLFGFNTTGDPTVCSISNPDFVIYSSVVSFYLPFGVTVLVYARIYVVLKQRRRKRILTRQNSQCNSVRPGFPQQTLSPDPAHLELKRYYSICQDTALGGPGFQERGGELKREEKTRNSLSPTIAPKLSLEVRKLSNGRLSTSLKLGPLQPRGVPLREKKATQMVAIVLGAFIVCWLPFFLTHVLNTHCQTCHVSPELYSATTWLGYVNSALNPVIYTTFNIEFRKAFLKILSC
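Cells at 1500/well, incubated overnight, then treated with pinned compounds (dopamine as control) for 90 min at 37 degrees C. DiscoveRx reagent added for 30 - 60 minutes at room temperature; luminescence read.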
aSyn yeast inh: rescues yeast growth from alpha-synuclein toxicity; Yeast expressing alpha-synuclein, growth rescue, BacTiter-Glo, 24 h; 0.14% of 370,000 active; Potency, µM (series often up to 46.1 µM), inactives show at the top dose growth rescue (activation), hits mostly activators; AID 652106; also: potency is read from the fitted curve at half-maximal effect; % of control where 0% means no effect; nearly all actives have a fitted effect of over 65% in size
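Galactose-induced alpha-syn yeast (OD600=0.02, raffinose-pregrown) + pinned cpd, 24 hr, 30 deg C; growth by BacTiter-Glo luminescence. Growth restoration scores as activation.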
GLP1R cytotox: cytotoxic in the GLP-1 receptor inverse agonist counter-screen; 0.13% of 410,000 active; Potency, µM (top dose mostly 38.3 µM), without a hit: at the top dose activity change, negative = inhibition, actives largely listed as inhibitors; HEK293 cAMP-luciferase reporter cells, luminescence, 24 h;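 also: loss of luciferase light is scored as toxicity; potency is read from the fitted curve at half-maximal effect; % is scaled to controls: 0 for no effect and ±100 for the full control effect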
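Compound-treated cells are incubated 24 hr at 37 deg C under 5% CO2 after a 12 hour attachment period, then luciferase detection reagent is added and luminescence is measured following 12 min at room temperature; lowered signal indicates toxicity.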
PTHR1 ag: agonists of human PTHR1 parathyroid hormone receptor. Potency, µM (titrated, usually from 115 µM), for inactives: top-dose activation, hits mostly activators. HEK293 GP2 PTHR1 cells, GloSensor cAMP luminescence, 1 h. 0.075% of 410,000 active. Q03431; also: potency is read from the fitted curve at half-maximal effect; nearly all actives have a fitted effect of over 55% in size; some results filed as inactive show a strong effect at the top dose; inactives centre near -15; many of its hits are not listed in these tables
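HEK-293-derived GP2 cells expressing PTHR1 and a GloSensor cAMP reporter, 3,000/well, plated overnight, given luciferin plus IBMX (each 0.5 mM as added) for 1 h at 37 °C, then compound for 1 h at 37 °C. Luminescence was read after 15 min at room temperature.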
KB-V1 cytotox: KB-V1 MDR subline cytotoxicity; AID 1347076; Potency, µM (doses to about 46.1 µM), for the others: at the top dose activity change, negative = cytotoxicity, usual class: cytotoxic; 3.4% of 400,000 active; KB-V1 MDR cells viability, CellTiter-Glo, 72 h; also: potency is read from the fitted curve at half-maximal effect; % is scaled to controls: 0 for no effect and ±100 for the full control effect; nearly all actives have a fitted effect of over 60% in size
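Potencies derive from concentration-effect curves fitted to normalized luminescence (CellTiter-Glo) of KB-V1 cells treated for 72 h at 37 degrees C in phenol-red-free DMEM containing 10% FBS.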
TDP-43 yeast inh: TDP-43 toxicity inhibition in yeast. TDP-43 expressing yeast growth rescue, BacTiter-Glo, 24 h. Potency, µM (top dose mostly 46.1 µM), inactives show at the top dose growth rescue (activation), hits mostly activators. 1.8% of 410,000 active. AID 652104; also: potency is read from the fitted curve at half-maximal effect; % of control where 0% means no effect; nearly all actives have a fitted effect of over 50% in size
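Luminescence from BacTiter-Glo reports growth of TDP-43-expressing yeast after 24 hr at 30 deg C with compound. Cells were raffinose-pregrown to mid-log, then seeded in galactose medium at OD600=0.02.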
D3 antag: D3 dopamine receptor (human) antagonism; P35462; D3R cells, DiscoveRx beta-arrestin luminescence, antagonist mode; hits give low values; 2.5% of 360,000 active; AID 652054; max response, negative = inhibition, %; in the data active = max response below about -50%; inconclusive = no clear call, values can overlap the other calls; also: % is scaled to controls: 0 for no effect and ±100 for the full control effect; mostly tested at two doses, the higher about 12 µM
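Cells expressing the human receptor were seeded at 1500 cells/well, incubated overnight at 37 degrees C in 5% CO2, then exposed to library compounds with dopamine controls for 90 minutes at 37 degrees C before luminescent detection.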
The depositor's hits bear a star; i = inactive; ? = inconclusive; nt = not tested or not shown; [ ] = remark or other dose. Unless noted, calls follow the shape of the dose curve; as a rule, active = well fitted curve in the direction sought with a large enough effect; inconclusive = small, poorly fitted or top-dose-only effect, or another doubt; inactive = no such curve, though single readings can be large; an effect the other way counts as inactive or inconclusive. A portion of the library; the hit share may differ from the screen's.

1: COc1cc(NC(=O)CSCC(=O)N(C)C2CCCCC2)cc(OC)c1
2: O=C(OCC1CC(c2ccccn2)=NO1)c1ccc(Br)cc1 (stereo not given)
3: CCOC(=O)C1(CCCc2ccccc2)CCN(Cc2cn(CC)nc2C)CC1
4: CC1(C(=O)Nc2ccc(Cl)c(C(F)(F)F)c2)Cc2c(-c3ccccc3)ccnc2O1 (stereo not given)
5: COc1cccc(-c2cc(C(=O)Nc3ccncc3)c3ccccc3n2)c1
6: CCCCOc1ccccc1NC(=O)Cn1c(-c2cncs2)nc2ccccc21
7: O=C(Oc1ccc(N(Cc2cccs2)C2=NS(=O)(=O)c3ccccc32)cc1)c1ccco1
8: O=C(NC(=S)NCCC1=CCCCC1)c1ccc(Br)o1

Compound	1	2	3	4	5	6	7	8
GLP1R inv ag	2%	9%	?	?	-37%	12%	?	?
KB-V1 cytotox	11%	1%	-13%	3%	?	-17%	6%	-17%
D3 antag	3	6	-20	-1	33	nt	24	-9
GLP1R cytotox	-14%	-2%	-26%	0%	8%	2%	-25%	?
aSyn yeast inh	-1%	0%	-1%	-6%	0%	nt	1%	-2%
TDP-43 yeast inh	12%	27%	-7%[9.22 µM]	5%	-7%	2%	0%	?
DRD3 agonist	-19	7	-25	-11	5	5	5	-13
GLP-1R agonist	0%	1%	10%	-1%	-14%	0%	0%	13%
PTHR1 ag	-19%	i	-36%[inhibitor]	?	-20%	-44%	i	-32%

9: COc1ccc(-c2noc(CN(C(C)C)S(=O)(=O)c3ccc(Br)cc3)n2)cc1
10: O=C(NCc1ccccn1)c1ccc(CS(=O)(=O)Cc2ccc(Cl)cc2)o1
11: c1nc(SSc2ncnc3nc[nH]c23)c2[nH]cnc2n1
12: CCCN(CCC)C(=O)Cn1c(=O)c2sccc2n2c(=S)sc(-c3ccccc3)c12
13: CCOC(=O)C1(C(=O)OCC)C(C)CC(=O)N1c1ccccc1OC (stereo not given)
14: COc1ccc(-c2cc3ccccc3[nH]2)cc1
15: Cc1ccccc1CN1C(=O)c2ccccc2Sc2ccc(C(=O)NCCN3CCOCC3)cc21
16: COc1ccc(-c2csc(C(NC(C)=O)c3cccc(F)c3)n2)cn1 (stereo not given)

Compound	9	10	11	12	13	14	15	16
GLP1R inv ag	13%	-9%	20%	-2%	5%	29%	?	6%
KB-V1 cytotox	-9%	5%	2.3µM*	3%	8%	1%	-7%	-27%
D3 antag	nt	-20	-21	-14	0	-3	-12	10
GLP1R cytotox	2%	-3%	-34%	2%	3%	15%	-3%	-5%
aSyn yeast inh	nt	0%	0%	0%	5%	-10%	-22%	2%
TDP-43 yeast inh	12%	11%	0%	0%	9%	1%	-12%	8%
DRD3 agonist	-2	4	0	-5	0	1	-10	0
GLP-1R agonist	nt	-14%	1%	6%	-6%	6%	0%	0%
PTHR1 ag	-17%	i	-10%	-15%	i	-8%	-7%	i

An excerpt of these results, tab-delimited:
item	Molecule	GLP1R inv ag	KB-V1 cytotox	D3 antag	GLP1R cytotox	aSyn yeast inh	TDP-43 yeast inh	DRD3 agonist	GLP-1R agonist	PTHR1 ag
11	c1nc(SSc2ncnc3nc[nH]c23)c2[nH]cnc2n1	20%	2.3µM*	-21	-34%	0%	0%	0	1%	-10%
2	O=C(OCC1CC(c2ccccn2)=NO1)c1ccc(Br)cc1 (stereo not given)	9%	1%	6	-2%	0%	27%	7	1%	i
13	CCOC(=O)C1(C(=O)OCC)C(C)CC(=O)N1c1ccccc1OC (stereo not given)	5%	8%	0	3%	5%	9%	0	-6%	i

(further entries)
17: COC(=O)c1cc(Cl)c(NC(=O)/C=C/c2ccc(Cl)cc2)cc1OC
18: CCOc1ccc(Sc2cc(C(=O)NCCCOC)c3ccccc3n2)cc1
19: CCOc1ccc(OC(=O)c2cccc(S(=O)(=O)N3CCN(C)CC3)c2)cc1
20: Cc1ccc(NS(=O)(=O)c2cc(NC(=O)c3cc4c(s3)CCCC4)ccc2C)c(C)c1
21: CS(=O)(=O)c1ccc(C(=O)CN2C(=O)NC3(CCCc4ccccc43)C2=O)cc1 (stereo not given)
22: CCCCOc1ncnc2c1[nH]c1ccc(OC)cc12
23: C=CC[n+]1c(C)csc1Nc1ccc(C)cc1
24: CC(C)N(Cc1cc2ccccc2[nH]c1=O)C(=O)C1CCCCC1

Compound	17	18	19	20	21	22	23	24
GLP1R inv ag	5%	0%	2%	?	2%	-3%	?	-2%
KB-V1 cytotox	-2%	nt	20%	3.7µM*	-3%	0%	-4%	-5%
D3 antag	-5	nt	-9	1	7	38	3	-30
GLP1R cytotox	6%	0%	9%	4%	5%	-13%	-1%	10%
aSyn yeast inh	-6%	nt	-1%	0%	0%	-5%	-6%	-5%
TDP-43 yeast inh	-24%	10%	7%	22%	3%	-20%	-21%	-6%
DRD3 agonist	19	7	1	-2	-4	12	-2	-3
GLP-1R agonist	7%	nt	1%	-1%	-3%	4%	8%	0%
PTHR1 ag	?	-22%	-13%	-26%	-72%[inhibitor]	i	-34%[inhibitor]	i

25: CSCC[C@H](NC(=O)c1cccc(S(=O)(=O)N2CCCCCC2)c1)c1nc2ccccc2[nH]1
26: COC(=O)[C@@H]1C[C@H]2CC[C@H](O)C[C@H]2N1Cc1ccc(C(F)(F)F)cc1
27: CCOc1ccc(/C=N/NC(=O)c2ccccc2C)cc1CN1CC2CC(C1)c1cccc(=O)n1C2 (stereo not given)
28: CN(CC(=O)Nc1ccc(F)cc1)C(=O)COC(=O)/C=C/c1ccc(OC(F)F)cc1
29: COc1ccc(NC(=O)CS(=O)(=O)c2ccccc2Cl)cc1
30: O=C(Nc1ccc(S(=O)(=O)N2CCC(c3nc4ccccc4s3)CC2)cc1)c1ccccc1F
31: COc1ccc(N2CCN(C(=O)c3ccccc3NS(=O)(=O)c3ccccc3)CC2)cc1
32: N#Cc1cc2cc3c(cc2nc1SCC(=O)OC1CCCCC1)OCO3

Compound	25	26	27	28	29	30	31	32
GLP1R inv ag	?	2%	13%	-30%	-14%	9%	9%	4%
KB-V1 cytotox	-15%	12%	-25%	24%	-11%	20%	-25%	5%
D3 antag	?	2	36	-6	2	nt	-8	-10
GLP1R cytotox	-21%	1%	1%	2%	-1%	-2%	2%	-2%
aSyn yeast inh	10%	2%	0%	0%	-2%	nt	3%	0%
TDP-43 yeast inh	10%	9%	20%	-5%	2%	27%	25%	9%
DRD3 agonist	-12	2	-8	0	8	-1	-5	0
GLP-1R agonist	12%	-2%	4%	12%	10%	nt	-17%	1%
PTHR1 ag	-2%	i	-13%	-29%	i	-8%	-16%	-4%[57.5 µM]

Of the compounds above, two have an aryl thioether with sulfur outside any ring.
18: CCOc1ccc(Sc2cc(C(=O)NCCCOC)c3ccccc3n2)cc1
32: N#Cc1cc2cc3c(cc2nc1SCC(=O)OC1CCCCC1)OCO3

Compound	18	32
GLP1R inv ag	0%	4%
KB-V1 cytotox	nt	5%
D3 antag	nt	-10
GLP1R cytotox	0%	-2%
aSyn yeast inh	nt	0%
TDP-43 yeast inh	10%	9%
DRD3 agonist	7	0
GLP-1R agonist	nt	1%
PTHR1 ag	-22%	-4%[57.5 µM]

Following part
33: Cc1noc(C)c1C(=O)OCC(=O)Nc1cccc(F)c1
34: CCCNC(=O)c1cc(C2CCCCN2C(=O)OCC(C)C)on1 (stereo not given)
35: NC(=O)C1=C[C@@H](C2CCCCC2)C[C@@H](OCCCCO)O1
36: CC(C)[C@H](NC(=O)N1c2ccccc2NC(=O)[C@@H]1C(C)C)C(=O)N[C@H](Cc1ccccc1)C(=O)O
37: NC(=O)c1ccccc1NC(=O)CSC1=NCCS1
38: CCOc1ccc2nc(NC(NC(C)=O)(C(=O)OC)C(F)(F)F)sc2c1 (stereo not given)
39: COc1cccc(CNC(=O)CCC(=O)N2CCOCC2)c1
40: CCCn1c(COc2ccc(C(=O)O)cc2)nc2ccccc21

Compound	33	34	35	36	37	38	39	40
GLP1R inv ag	20%	?	13%	16%	9%	9%	6%	12%
KB-V1 cytotox	5%	0%	24%	26%	?	18%	3%	10%
D3 antag	-62*	-11	-9	15	1	-17	-2	-21
GLP1R cytotox	14%	-1%	2%	3%	3%	-15%	4%	-7%
aSyn yeast inh	-2%	5%	-1%	-2%	-1%	-1%	0%	1%
TDP-43 yeast inh	-8%	-1%	6%	22%	-12%	-5%	-15%	8%
DRD3 agonist	-7	-3	-9	-10	-5	-6	5	5
GLP-1R agonist	-5%	4%	-6%	0%	3%	1%	-6%	-5%
PTHR1 ag	i	18%	-13%	i	-23%	-48%[inhibitor][57.5 µM]	?	-3%

41: CC(=O)N1CCN(C(=O)COC(=O)COc2ccc(C#N)cc2)CC1
42: CCOc1cc(/C=C(\C#N)C(=O)Nc2ccccc2C(=O)O)ccc1OC(=O)c1ccc(C)cc1
43: CC1CCCN(CC(=O)Nc2ccc(S(=O)(=O)N3CCCCC3)cc2)C1 (stereo not given)
44: Cc1ccc(C)c(NC(=O)Cn2c([N+](=O)[O-])cnc2C)c1
45: CC(=O)c1c(C)[nH]c(C(=O)Nc2cc(C)ccc2C)c1C
46: CCOc1ccccc1NC(=O)CN(C)S(=O)(=O)c1cccc2nsnc12
47: Cc1ccc(C(C)C)c(OCCCN(C)Cc2ccccc2)c1
48: S=C(NCc1cccnc1)Nc1cccc(Cl)c1

Compound	41	42	43	44	45	46	47	48
GLP1R inv ag	30%	6%	-1%	-7%	4%	?	?	-33%
KB-V1 cytotox	20%	?	-1%	10%	4%	-10%	12µM*	9%
D3 antag	12	37	-26	17	4	10	-61*	-24
GLP1R cytotox	-4%	-3%	4%	-7%	-4%	4%	?	-13%
aSyn yeast inh	1%	3%	4%	4%	-5%	?	-2%	5%
TDP-43 yeast inh	-18%	nt	-18%	11%	15%	?	2%	5%
DRD3 agonist	5	20	-12	5	-6	-6	-14	0
GLP-1R agonist	5%	-3%	-2%	-1%	0%	6%	-2%	5%
PTHR1 ag	i	i	-23%	-5%[57.5 µM]	i	i	-9%	-13%[57.5 µM]
